GAA glycogen mod: GAA glycogen-cleavage inhibition or activation; P10253; recombinant GAA, glycogen substrate, Amplex Red glucose oxidase fluorescence; Potency, µM (series often up to 76.4 µM), without a hit: top-dose activity change, negative = inhibition, usual class: inhibitors; 300,000 tested, 0.38% active; active means well fitted inhibition curve with a large enough effect; inconclusive means small, poorly fitted or top-dose-only effect, or another doubt; inactive means no such curve, though single readings can be large or run the other way;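 further: 0% = full enzyme reaction and -100% = no-enzyme basal signal; the screen sought inhibitors and activators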
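Natural-substrate format: glycogen cleavage by 4 nM human enzyme, glucose read by Amplex Red coupling (Ex 573, Em 610 nm). Normalized to enzyme and no-enzyme controls.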
* hit, by the source's call; ? = inconclusive; & = joins results of further samples; [ ] = remark or other dose. Potency means the concentration at half of the fitted maximal effect. A portion of the library; rates above refer to the full screens.

SMILES	GAA glycogen mod
CCCCCCOc1ccc(/C=N/NC(=O)C2CC2)cc1	-3%[76.3 µM]
CCc1nc2sc3c(c2c(=O)n1CCO)CCC3	5%[76.3 µM]
Cc1ccc(-c2noc(CN(C3CCCCC3)S(=O)(=O)c3ccc(C)cc3)n2)cc1	8%[76.3 µM]
COc1ccc(CN2CCN(CCSc3ccc(C)cc3)CC2)c(OC)c1OC	-2%[76.3 µM]
CCCCN(CC)CCCNC(=O)c1cn(CC(C)C)c(=O)c2c1c1ccccc1n2C	-19%
Cc1ccccc1Nc1c(-c2ccccc2)nc2cccc(C)n12	-19%[76.3 µM]
Fc1ccccc1-n1ncc2c1ncn1nc(COc3ccc(Cl)cc3)nc21	15%[76.3 µM]
CCc1ccccc1NC(=O)Cn1c(=O)n(CCCS(=O)(=O)C2CCCCC2)c(=O)c2ccccc21	0%[76.3 µM]
Cc1ccc(NC(=O)Cn2ncn3c(cc4ccccc43)c2=O)c(C)c1	-2%&-6%[76.3 µM]
Cc1cccc(C(=O)n2nc(-c3cccnc3)nc2NCc2ccc(F)cc2)c1	10%[76.3 µM]
CC(C)c1c(C(=O)N/N=C/c2ccco2)nnn1-c1nonc1N	2%[76.3 µM]
Cc1ccc(NS(=O)(=O)c2cccc3cccnc23)cc1Cl	1%
CCCCCC(O)(c1ccc(OCC)cc1)C(CN1CCOCC1)c1ccccc1 (stereo not drawn)	-4%
CCOC(=O)c1cc2c(=O)n3ccccc3nc2n(CCCOC)c1=NC(=O)C(C)(C)Oc1ccc(Cl)cc1	14%[76.3 µM]
Cc1ccc(CN(C(=O)COc2ccc(Cl)cc2Cl)C2CCS(=O)(=O)C2)o1 (stereo not drawn)	8%[76.3 µM]
COc1cc(Cl)c(C)cc1NC(=O)Cn1cnc2sc(C)c(S(=O)(=O)N3CCCCC3)c2c1=O	-14%[76.3 µM]
Cc1cccc(CN2C(=O)c3ccccc3S(=O)(=O)c3ccc(C(=O)N(C)Cc4ccccc4)cc32)c1	-13%[76.3 µM]
COc1cc(/C=C/C(=O)O)cc(S(=O)(=O)Nc2ccc3c(c2)CCC3)c1OC	-5%[76.3 µM]
CC(=O)N(Cc1cc(=O)[nH]c2ccccc12)c1ccccc1C	-2%
Cc1ccc(C2=NS(=O)(=O)N(C)C(C(=O)Nc3cc(C)n(CC(=O)N4CCCCC4)n3)=C2)cc1	-14%[76.3 µM]

Brought forward from above: 2 entries, followed by the next part.
SMILES	GAA glycogen mod
CC(=O)N(Cc1cc(=O)[nH]c2ccccc12)c1ccccc1C	-2%
Cc1ccc(C2=NS(=O)(=O)N(C)C(C(=O)Nc3cc(C)n(CC(=O)N4CCCCC4)n3)=C2)cc1	-14%[76.3 µM]
Brc1cccc(OCCCNC2CCCC2)c1	-5%[76.3 µM]
CCn1c(CNS(=O)(=O)c2ccc(Br)cc2)n[nH]c1=S	-10%[76.3 µM]
COc1cccc(OCC(=O)N(C)Cc2nc(-c3cccc(C)c3)no2)c1	-9%
Cc1cc2[nH]c(=O)c(=O)[nH]c2cc1S(=O)(=O)NC1CCCCC1C (stereo not drawn)	14%[76.3 µM]
COc1ccc(C(=O)NCC(=O)NCC(=O)OCc2ccc(Cl)cc2)cc1	3%
COc1ccc(-c2nc3ccccc3n2Cc2ccc(C(C)C)cc2)cc1	?
O=C(CCN1C(=O)/C(=C/c2ccccc2F)SC1=S)NCCCn1ccnc1	-14%[76.3 µM]
O=c1c2cn(Cc3ccc(F)cc3)c3ccccc3c-2nn1Cc1ccc(F)cc1	5%
O=C(c1cccs1)c1cn(CCOc2ccc(Cl)cc2)c2ccccc12	-5%[76.3 µM]
CCOC(=O)c1c(Nc2cccc(C)c2)nnc(-c2ccccc2)c1-c1ccccc1	-7%[76.3 µM]
CC(C)(C)c1ccc(S(=O)(=O)NCC(=O)N2CCN(Cc3ccccc3)CC2)cc1	0%[76.3 µM]
CCc1c(CN2CCN(c3cccc(C)c3)C(C)C2)csc1C (stereo not drawn)	-11%[76.3 µM]
O=C(Nc1cccc(NC(=O)c2ccccc2Cl)c1)c1ccco1	-10%[76.3 µM]
CCCOc1ccc(C(=O)Nc2ccc3oc(-c4ccc5ccccc5c4)nc3c2)cc1	-1%[76.3 µM]
CCc1ccc(NC(=O)CC2C(=O)NCCN2C(=O)c2ccc(F)cc2)cc1 (stereo not drawn)	2%[76.3 µM]
O=C(CCCNS(=O)(=O)c1ccc(F)cc1)Nc1ccc(F)cc1	6%
Cc1ccn2c(=O)c(C(=O)NCCCN3CCCC3=O)c(O)nc2c1	-1%[76.3 µM]
Cc1ccc(NC(=O)CSc2nnc3scc(-c4ccccc4)n23)cc1	14%[76.3 µM]
C/C(=N\NC(=O)Cc1ccccc1)c1ccc(Br)s1	9%[76.3 µM]
Cc1cccc(OCCCC(=O)Nc2ccc(S(=O)(=O)Nc3nccs3)cc2)c1C	-12%[76.3 µM]

Reprinted from the part before: four entries, then new ones.
SMILES	GAA glycogen mod
Cc1ccn2c(=O)c(C(=O)NCCCN3CCCC3=O)c(O)nc2c1	-1%[76.3 µM]
Cc1ccc(NC(=O)CSc2nnc3scc(-c4ccccc4)n23)cc1	14%[76.3 µM]
C/C(=N\NC(=O)Cc1ccccc1)c1ccc(Br)s1	9%[76.3 µM]
Cc1cccc(OCCCC(=O)Nc2ccc(S(=O)(=O)Nc3nccs3)cc2)c1C	-12%[76.3 µM]
CCOc1ccc(-c2ncnn2-c2sc3c(c2C#N)CCCCC3)cc1	?
Cn1c(=O)c(=O)n(C)c2cc(NS(=O)(=O)c3ccc(Br)cc3)c(Cl)cc21	3%[76.3 µM]
COc1cccc(NC(=O)c2cc3cccc(OC)c3o/c2=N\O)c1	6%
CCc1ccc2c(CN3CCC(C(=O)OC)CC3)cc(=O)oc2c1	3%
Cc1ccc(-n2c(=O)c3c4c(sc3n(CC(=O)c3ccc(Cl)cc3)c2=O)CCC4)cc1C	15%[76.3 µM]
O=c1[nH]c(-c2ccccc2)c(-c2ccccc2)nc1[N+](=O)[O-]	1%
O=C(C1CCCO1)N1CCN(C(=S)Nc2cccc(F)c2)CC1 (stereo not drawn)	-1%[76.3 µM]
CCc1ccc(NC(=O)CC2C(=O)N(c3ccc(C)cc3)C(=O)N2C2CCCC2)cc1 (stereo not drawn)	8%[76.3 µM]
CN(C)c1nc(F)c(F)c(S(=O)(=O)c2ccccc2)c1F	-6%
COCCCNC(=O)c1c(-c2ccccc2)c(-c2ccccc2)nn(C)c1=O	-7%[76.3 µM]
CSc1nsc(SCC(=O)Nc2ccccc2F)n1	5%
CC(C)OCCCn1c(=O)c2ccccc2n2c(-c3ccc(F)cc3)nnc12	-14%[76.3 µM]
COc1ccc2[nH]c3c(c2c1)CC(C)NC3=O (stereo not drawn)	-5%[76.3 µM]
CC(C)C(NC(=O)c1ccc(Cl)cc1)C(=O)NCC1CCCO1 (stereo not drawn)	-5%[76.3 µM]
CCOc1ccccc1NC(=O)c1ccccc1NC(=O)c1ccco1	0%
CC(C)c1ccc(OCC(=O)NC2CCCC2)cc1	-5%[76.3 µM]
COc1ccc(CNC(=O)[C@H](Cc2ccccc2)NC(=O)C2CCNCC2)cc1	-1%[76.3 µM]
COc1ccc(CN2CCN(Cc3cc4ccccc4o3)CC2CCO)c(F)c1 (stereo not drawn)	-1%[76.3 µM]
Cc1cccc(C(=O)Nc2ccc(S(=O)(=O)N3CCOCC3)cc2C)c1	-20%[76.3 µM]
COc1ccc(OC)c(NC(=O)c2sc3nc(C)cc(C)c3c2N)c1	17%[76.3 µM]
Cc1ccn2c(=O)c(C(=O)Nc3ccc(F)c(C(F)(F)F)c3)cnc2c1	-8%[76.3 µM]
CCOc1ccc(CNC2CCCCCCC2)cc1OC	4%[76.3 µM]
CCC1CN(C(=O)N2CCC(C(=O)NCCc3ccc(Cl)cc3)CC2)c2ccccc2O1 (stereo not drawn)	10%[76.3 µM]
CCOc1ccc(-c2nnc(SCC(=O)c3ccccc3)n2-c2ccccc2)cc1	-13%[76.3 µM]
O=C(NCc1ccccc1F)C1CCCN(C(=O)Nc2ccc(F)cc2)C1 (stereo not drawn)	-2%[76.3 µM]
CCOC(=O)Cc1csc(NC(=O)CCc2ccccc2)n1	-7%[76.3 µM]
CC(=O)c1cccc(NC(=O)C(Cc2ccccc2)NS(=O)(=O)c2ccc(Br)s2)c1 (stereo not drawn)	1%[76.3 µM]
O=C(CN1C(=O)COc2ccc(S(=O)(=O)N3CCOCC3)cc21)NCc1ccc(Cl)cc1	-4%[76.3 µM]
CCOCCn1c(N2CCCC2)nc2c1c(=O)[nH]c(=O)n2C	-10%[76.3 µM]
COc1ccc(C(O)c2ncc(C(F)(F)F)cc2Cl)cc1 (stereo not drawn)	2%
CC1CCCC(C)N1C(=O)CSc1ncccn1 (stereo not drawn)	-11%
COc1ccccc1NC(=O)Cn1cc(C(=O)C2CC2)c2ccccc21	-6%[76.3 µM]
CN(C)c1cc[n+](CC(=O)Nc2ccccc2C(F)(F)F)cc1	-10%[76.3 µM]
Cc1nnc(NC(=O)c2cccc(S(=O)(=O)N3CCCC3)c2)s1	-7%[76.3 µM]
COc1ccccc1N1CCN(C2CCCN(C(=O)CC(F)(F)F)C2)CC1 (stereo not drawn)	-3%[76.3 µM]
CCOc1ccc(OCc2ccc(C(=O)N3CCCCC3)o2)cc1	-17%[76.3 µM]
COc1ccc(OC)c(NC(=O)Cn2cc(C(=O)c3cccs3)c3ccccc32)c1	-8%[76.3 µM]
CC(C)OC(=O)c1cc(NC(=O)C2C3C=CC(O3)C2C(=O)O)cc(C(=O)OC(C)C)c1 (stereo not drawn)	1%
O=C(c1cc2ccccc2oc1=O)N(Cc1ccccc1F)C1CCS(=O)(=O)C1 (stereo not drawn)	-8%[76.3 µM]
CC(=O)c1ccc(OC(=O)c2nc(-c3ccccc3)oc2C)cc1	8%
COC(=O)c1cc(S(=O)(=O)N2CCN(c3cc(C)ccc3C)CC2)c[nH]1	7%[76.3 µM]
CCOc1ccc(-n2c(SCC(N)=O)nnc2-c2ccco2)cc1	8%[76.3 µM]
O=C(COC(=O)c1ccco1)c1ccc(S(=O)(=O)N2CCCCC2)cc1	-2%[76.3 µM]
O=C(CC1(O)C(=O)N(CCc2ccccc2)c2ccc(Br)cc21)c1ccccc1O (stereo not drawn)	-12%[76.3 µM]
Cc1ccc(C)c(CN2CCC(CNC(=O)Nc3ccc(F)c(Cl)c3)CC2)c1	-3%
COC(=O)c1sc(N2C(=O)C(O)=C(C(=O)c3ccc(C)o3)C2c2ccco2)nc1C (stereo not drawn)	-7%[76.3 µM]
CCCOc1ccc(Cc2c(O)nc(SC)[nH]c2=O)cc1C	-1%[76.3 µM]
Cc1ccc(-c2nnc(Nc3ccc(O)cc3)c3ccccc23)cc1S(=O)(=O)NCc1nc2ccccc2[nH]1	?
CCOc1ccccc1Oc1cn[nH]c1-c1ccc(OCC(=O)NN)cc1O	-5%
CCn1c(SCC(=O)O)nnc1-c1ccc(S(=O)(=O)N2CCCC2)cc1	6%
Cc1cc(C)c2[nH]c(C(=O)N3CCC(n4nccc4NC(=O)C4CC4)CC3)c(C)c2c1	-3%[76.3 µM]
COc1ccc(CC(NC(C)=O)C(=O)NC2CCN(C(=O)c3ccncc3)CC2)cc1OC (stereo not drawn)	-9%
COc1ccccc1CN1CC(C(=O)N2CCCCCCC2)CCC1=O (stereo not drawn)	-5%[76.3 µM]
CCn1cc(S(=O)(=O)c2ccc(Cl)cc2)c(=O)c2cc(OC)ccc21	-12%[76.3 µM]
Cc1[nH]c2ccccc2c1C1(O)C(=O)N(Cc2ccc(Cl)cc2)c2ccccc21 (stereo not drawn)	-8%[76.3 µM]
CCOCCCNC(=S)N(CCN(CC)CC)Cc1cc2cc3c(cc2[nH]c1=O)OCCO3	10%[76.3 µM]
Cc1ccc(OCC(=O)Nc2ccc(OCc3cc(=O)n4ccsc4n3)cc2)cc1C	-9%[76.3 µM]
N#C/C(=C\c1ccncc1)c1ccccn1	2%
COc1ccc(-c2noc(-c3ccc(NCC4CCCO4)c([N+](=O)[O-])c3)n2)cc1 (stereo not drawn)	-7%[76.3 µM]
Cc1nc(NN)c2c3c(sc2n1)COC(C)(C)C3	?

Grouped by structure, the entries above containing a CF3 group.
SMILES	GAA glycogen mod
Cc1ccn2c(=O)c(C(=O)Nc3ccc(F)c(C(F)(F)F)c3)cnc2c1	-8%[76.3 µM]
COc1ccc(C(O)c2ncc(C(F)(F)F)cc2Cl)cc1 (stereo not drawn)	2%
CN(C)c1cc[n+](CC(=O)Nc2ccccc2C(F)(F)F)cc1	-10%[76.3 µM]
COc1ccccc1N1CCN(C2CCCN(C(=O)CC(F)(F)F)C2)CC1 (stereo not drawn)	-3%[76.3 µM]

Following part
SMILES	GAA glycogen mod
COc1ccc(-n2c(SCC#N)nc3c(sc(=S)n3-c3ccccc3)c2=O)c(OC)c1	-4%
Cc1cc(C(=O)N/N=C/c2ccc(C)s2)n[nH]1	6%
CC(C)(C)OC(=O)N1CCC(c2c(C(=O)NCC3CCN(C4CCCC4)C3)cnn2-c2ccccc2Cl)CC1 (stereo not drawn)	4%[76.3 µM]
Cc1ccc2nc(Nc3cccc(Cl)c3C)c(-n3nc(C)cc3C)nc2c1	-6%[76.3 µM]
CCc1ccccc1NC(=O)Cn1c(=O)c2cccn2c2ccc(F)cc21	6%[76.3 µM]
C/C(=N\NC(=O)c1cc(C)nc2ccccc12)c1cccc(Cl)c1	3%[76.3 µM]
O=C(NCc1cccnc1)Nc1cccc([N+](=O)[O-])c1	-3%[76.3 µM]
O=C(Nc1ccc(-c2cc(C(F)(F)F)nn2-c2ccccc2)cc1)c1cccc(F)c1	-13%[76.3 µM]
Cc1ccc(-n2c(=O)c3sccc3n(CC(=O)NCC3CCCO3)c2=O)cc1F (stereo not drawn)	0%
CCCN(c1ccc(C(C)C)cc1)S(=O)(=O)c1ccc2c(c1)CCN2C(=O)CC	-21%[76.3 µM]
COc1ccc(CC(=O)Nc2cccc3c2CCCC3)cc1	1%[76.3 µM]
NS(=O)(=O)c1ccc(CNC(=O)CNC(=O)c2ccc(F)cc2)cc1	9%
